Screening results (PubChem BioAssay)
S3 lipid droplet: qHTS Assay for Lipid Storage Modulators in Drosophila S3 Cells; Potency in µM for hits, for the others lipid storage change, negative = inhibition, % at the top dose, mostly 46.1 µM; actives 0.64% (n = 320,000); Drosophila S3 cells, BODIPY lipid droplet fluorescence, 18-24 h; cells fed with added oleic acid; AID 2685; active means well fitted inhibition curve with a large enough effect in the signal ratio, with a control signal flat, not every such curve was filed as active; inconclusive means small, poorly fitted or top-dose-only effect, or effect the other way, or a change in a side signal; the % refers to the signal ratio
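Laser-scanning cytometry quantifies lipid droplet accumulation (500–530 nm total intensity; droplet/cell object ratio) in oleic acid-fed (400 uM added) Drosophila S3 cells treated with a concentration series. 20 uM Triacsin C defined 100% inhibition.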
S3 lipid droplet cell count max: recorded beside S3 lipid droplet, whose call it bears; cell number change, %; measured here: cell count max response;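 cells counted by Cell Tracker Red CMTPX staining in the red channel; peak over a dose series mostly up to 46.1 µM; percent activity relative to internal control wells on each plate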
An asterisk follows results filed as active; i = inactive; ? = inconclusive; . = no result given; [ ] = another dose, or the depositor's remark. On the % scale 0 is the no-effect control and ±100 the full control effect; potency means the concentration at half of the fitted maximal effect. These rows are one share of the data; rates above refer to the full screens.

S3 lipid droplet,S3 lipid droplet cell count max,molecule
?,.,O=C(O)CC(Cc1ccc(Cl)cc1)C(=O)Nc1cc(Cl)ccc1Cl (stereo not given)
?,.,CCOC(=O)Cn1c(=O)n(Cc2ccco2)c(=O)c2ccc(C(=O)NC3CCCC3)cc21
-6.7%,13.8,COc1ccc(OC)c(C(C)NS(=O)(=O)c2cccs2)c1 (stereo not given)
?,.,COc1ccc(C2C(C(C)=O)=C(C)N=c3s/c(=C/c4ccc5c(c4)OCO5)c(=O)n32)cc1 (stereo not given)
?,.,CCOc1cc(C(=O)N(CC)CC(=O)Nc2c(F)cccc2F)ccc1OCC(=O)N1CCOCC1
?,.,O=Cc1[nH]c2ccccc2c1N(C(=O)CCl)c1ccccc1
?,.,COc1ccc(OC)c(NC(=O)COC(=O)c2ccc(-n3cnnn3)cc2)c1
?,.,CCCC(=O)N1CCN(Cc2nc3cc([N+](=O)[O-])ccc3n2C)CC1
?,.,CC(NC(=O)c1ccc(N(C)C)cc1)c1ccc(F)cc1 (stereo not given)
3.3%,-9.7,CC(=O)NN1C(=O)c2ccc(Oc3ccc([N+](=O)[O-])cc3)cc2C1=O
-3.9%,3.0,Cc1ccc(-c2ccc(SCC(=O)Nc3ccc4c(c3)OCCO4)nn2)cc1
-0.7%,2.6,COc1ccc(CC(=O)NNS(=O)(=O)c2ccccc2)cc1OC
?,.,O=S(=O)(c1cc(-c2nc3ccccc3s2)ccc1Cl)N1CCOCC1
?,.,O=S(Cc1ccc(Cl)cc1)CC(O)COc1ccc(Cl)cc1 (stereo not given)
i,.,COc1ccc(N(C)C(=O)C2CCN(S(=O)(=O)c3cccc4nonc34)CC2)cc1
13.7%,12.4,CCOC(=O)N1CCc2c(sc3ncn(C)c(=O)c23)C1
1.3%,-2.5,CC(=O)OC[C@H]1O[C@H](C/C=N/OC[C@@H](O)[C@H]2O[C@@H]3OC(C)(C)O[C@@H]3[C@H]2O)C=C[C@@H]1OC(C)=O
?,.,O=C1c2ccccc2C(=O)N1CCN1CCc2ccccc21
?,.,CC(OCCN(C)C)C(=O)C12CC3CC(CC(C3)C1)C2 (stereo not given)
?,.,COc1cc(C(C)=O)ccc1OCC(O)CNCC(O)c1ccccc1 (stereo not given)
?,.,CCOCCCn1c(SCC(=O)Nc2ccccc2)nc2ccccc2c1=O
?,.,CC(C)CN1C(=O)C(NC(=O)C2CC2)(C(F)(F)F)C2=C1CC(C)(C)CC2=O (stereo not given)
?,.,CSc1nc(Oc2ccc(Cl)cc2)c2sccc2n1
i,12.2,COc1ccccc1N(CC(=O)N1CCCC1)S(=O)(=O)c1ccc(C)cc1
?,.,O=C(Nc1ccsn1)c1ccc(Cl)cc1Cl
?,.,Cc1cccc(C(=O)NCCCNC(=O)c2cccnc2)c1
7.3%,0.7,CC(=O)Nc1ccc(NC(=O)CCNC(=O)c2ccccc2Cl)cc1
?,.,Cc1c(C(=O)Nc2ccccc2C(=O)N2CCOCC2)cccc1[N+](=O)[O-]
?,.,Cc1cc(=O)oc2cc(OCC(=O)c3ccc4c(c3)NC(=O)CO4)ccc12
?,.,CCCc1oc(C(=O)O)cc1CN1CCCC1
?,.,CCOC(=O)c1cc(CC)sc1NC(=O)c1ccc(N2C(=O)CCC2=O)cc1
4.5%,-3.0,Cc1ccc(-n2c(N)c(S(=O)(=O)c3ccccc3)c3nc4ccccc4nc32)cc1
?,.,O=C(NC1CC1)c1sc2cc([N+](=O)[O-])ccc2c1Cl
1.3%,-0.8,COc1ccccc1NC(=O)C(C)OC(=O)CSCC(=O)Nc1cc(C)on1 (stereo not given)
-16.5%,-19.8,O=C(Nc1ccc(S(=O)(=O)Nc2ccccn2)cc1)C(F)(F)F
?,.,COc1cccc(-n2c(=O)n(Cc3ccccc3)c(=O)c3[nH]cnc32)c1C
?,.,COc1ccc(NS(=O)(=O)c2ccc3c(c2)NC(=O)CO3)c(OC)c1
7.6%,-8.2,Cc1n[nH]c(=S)n(/N=C/c2cccc([N+](=O)[O-])c2)c1=O
?,.,COC(=O)CCC(=O)Nc1ccc(NC(=O)CCC(=O)OC)cc1
i,12.8,N#CCSc1nnc(N)s1
-9.8%,6.8,Cc1cccc(CC(=O)Nc2ccon2)c1
-2.8%,-3.5,CCCNC(=O)c1cc(-c2ccco2)on1
11.7%,-7.9,COc1cc(C(=O)NCc2cccc3ccccc23)cc(Cl)c1OC
?,.,COc1cc(CNS(=O)(=O)CCl)cc(OC)c1OC
?,.,O=C(Nc1ccc(N2CCOCC2)c(F)c1)c1cccs1
?,.,CCN(CC)C(=O)c1[nH]cnc1C(=O)N[C@@H](Cc1ccccc1)C(=O)OC(C)(C)C
?,.,CCOc1ccc(C(C)=O)cc1COC(=O)c1ccccc1C(=O)N(C)Cc1ccccc1
20.7%,-6.7,COc1cc([C@H]2[C@@H]3CCCC[C@]3(O)CCN2CC(=O)Nc2ccc(C)cc2)ccc1O
-26.3%,15.0,CCOc1ccc(C(=O)N2CCN(CCc3ccccc3)CC2)cc1OCC
?,.,O=C(O)Cn1c(=O)n(Cc2ccccc2)c2ccccc21

Next results.
S3 lipid droplet,S3 lipid droplet cell count max,molecule
?,.,COc1ccc(C(=O)NCC(=O)OCc2ccc(F)cc2)cc1
-2.1%,0.2,O=C1c2cccnc2C(Nc2ccc(F)c(Cl)c2)N1Cc1cccs1 (stereo not given)
i,2.7,CCCn1c(C(CO)Nc2nc(C)cs2)nc2ccccc21 (stereo not given)
?,.,COc1cc(C(=O)N2CCCN(c3nc4cc(C)ccc4cc3C#N)CC2)cc(OC)c1OC
3.6%,0.2,COc1ccc(NC(=O)Nc2nnc(CC(=O)Nc3ccccc3)s2)cc1
?,.,COc1cc(N)ccc1C(=O)O
i,2.5,C=CCOc1ccc2nc(NC(=O)OC)[nH]c2c1
?,.,COc1ccc(C(=O)n2nc(C)c(Br)c2C)cc1OC
?,.,Cc1ccccc1CSCC(=O)Nc1ccccc1Br
?,.,COc1ccc(C)cc1S(=O)(=O)N(C)CC(=O)NC1CCCC1
?,.,CCCCc1cc(=O)oc2cc(C)cc(OCC(=O)NCc3ccccn3)c12
23.9%,2.4,CCn1ccnc1CN(C)Cc1nc(-c2ccccc2)no1
?,.,CCN(CCO)Cc1csc2ccc(C(C)(C)C)cc12
?,.,FC(F)(F)Oc1ccc(NC(=S)NCCCN2CCOCC2)cc1
i[0.369 µM],.,CC(=O)NC12CC3CC(C1)CC(C(=O)Nc1c(C)n(C)n(-c4ccccc4)c1=O)(C3)C2
?,.,CCOC(=O)CNC(=O)CSc1nnc(-c2cccc(C)c2)n1-c1ccc(OC)cc1
8.4%,-10.8,O=C(NCCN1CCC(Cc2ccccc2)CC1)C1CCN(S(=O)(=O)N2CCC3(CC2)OCCO3)CC1
?,.,O=S(Cc1ccc(Br)cc1)Cc1nnc(SCc2c(Cl)cccc2Cl)n1-c1ccccc1 (stereo not given)
?,.,N/C(=N\OC(=O)c1ccc2c(c1)OCO2)c1ccncc1
?,.,CCS(=O)(=O)Nc1cc(-c2nc3cccnc3s2)ccc1C
?,.,O=C(NCc1ccncc1)C1=NN(c2ccccc2)C(=O)CC1
26.5%,12.5,C=CCn1c(SCC(=O)NC(=O)c2cccn2C)nc2ccccc2c1=O
-6.5%,9.6,N#CCC(=O)Nc1ncc(Cc2ccccc2Cl)s1
?,.,CCc1c(C)nc2ccc(Br)cc2c1SCCC#N
?,.,CCC(C)[C@@H](C(=O)Nc1ccc(OC)c(OC)c1)N1Cc2ccccc2C1=O (stereo not given in full)
?,.,COc1cccc(/C=N/NC(=O)c2nnn(-c3nonc3N)c2C(C)C)c1
?,.,COc1cccc(-c2nn(C)c3sc(C(=O)NCc4ccc(C)cc4)cc23)c1
-9.4%,-11.5,COc1ccc(CC(=O)Oc2ccccc2C)cc1S(=O)(=O)N1CCOCC1
16.1%,-1.4,COc1ccc(-c2n[nH]c(=S)n2C2CCCCC2)cc1
-18.6%,-12.4,CCc1noc(C)c1C(=O)OCC(=O)c1ccccc1OC
?,.,CCN(C(=O)CSc1nnc(C)n1-c1ccccc1)C1CCS(=O)(=O)C1 (stereo not given)
?,.,CC(=O)C1=C(O)C(=O)N(CCc2ccccc2)C1c1ccccc1[N+](=O)[O-] (stereo not given)
?,.,COC(=O)/C(=N/Nc1cccc(C)c1)N1CCCc2ccccc21
?,.,O=C1CN(C(=O)c2cccc([N+](=O)[O-])c2)CC(=O)N1
-8.4%,-3.1,CCN1C(=O)/C(=c2\s/c(=C3\Sc4ccccc4N3C)c(=O)n2C)N(C)C1=S
4.5%,0.6,COc1ccc(C(=O)NCc2ccccn2)cc1
?,.,COc1ccccc1-n1nnnc1SCC(=O)Nc1oc(C)c2c(C)n[nH]c(=O)c12
?,.,COc1ccc2[nH]c(C)c(CCN(Cc3cccs3)C(=S)Nc3cccc(F)c3)c2c1
i,4.7,O=C(N/N=C/c1cccnc1)c1ccccc1Br
?,.,O=C(CSC1=NS(=O)(=O)c2cc(F)ccc2N1)Nc1ccc(F)cc1
-1.3%,3.6,COc1cccc(NC(=O)C2CC(=O)N/C(=N/NC(=O)c3ccc(C)cc3)S2)c1 (stereo not given)
?,.,O=C(NCCCNCc1ccccc1)c1ccccn1
11.6µM*,-22.3*,CCOc1cc(C(=O)N=c2sccn2C)ccc1OC(F)F
?,.,N#Cc1nc(Nc2cccc(Cl)c2)c2ncn(C3CCCC3)c2n1
i,.,Cc1ccc(S(=O)(=O)NCC(=O)Nc2ccc(C(F)(F)F)cc2)cc1
?,.,O=c1ccc(N=Nc2ccccc2)ccc1O
-20.6%,-11.8,Cc1cc(C)cc(NC(=O)c2ccc([N+](=O)[O-])o2)c1
?,.,COc1ccc(S(=O)(=O)NCCc2c[nH]c3ccccc23)cc1OC
-21.1%,-1.9,COc1ccc(N=C2S/C(=C\c3ccc(Cl)c([N+](=O)[O-])c3)C(=O)N2CCN(C)C)cc1
?,.,CC(C)(C)c1ccc(C(=O)O/N=C(\N)c2ccccc2)cc1

Next entries follow:
S3 lipid droplet,S3 lipid droplet cell count max,molecule
4.3%,-6.1,O=C(CSc1oc(-c2ccco2)nc1S(=O)(=O)c1ccccc1)NCC1CCCO1 (stereo not given)
0.7%,-7.4,O=C(CC1S/C(=N/N=C/C=C/c2ccccc2)NC1=O)Nc1ccc(C(=O)O)cc1 (stereo not given)
9.4%,-1.1,CCOc1ccc(CN(CCO)CCO)cc1C(=O)OC
?,.,O=C(NCCC1=CCCCC1)C1CCCN(S(=O)(=O)c2cccnc2)C1 (stereo not given)
?,.,CCCOc1ccccc1N1C(=O)CC(N(O)c2ccccc2)C1=O (stereo not given)
?,.,O=C(Nc1cccc(NC(=O)c2ccco2)c1)c1ccc2c(c1)OCCO2
0.0%,4.3,O=C(NN1CCOCC1)c1cccc2ccccc12
11.8%,-0.3,CCCc1c(C(=O)NNc2ccccc2OC)cnn1-c1ccccc1
-15.9%,1.5,c1ccc(-c2nccc(-c3ccco3)n2)nc1
0.2%,-0.4,CC(C)(C)OC(=O)N1CCC(C(N)=O)CC1
-14.0%,-7.5,CC(O)CNCCCOc1ccc(Cl)cc1C(C)(C)C (stereo not given)
-2.3%,12.7,CCN(CC)C(=O)C1CCCN(Cc2ccc(N(C)C)cc2)C1 (stereo not given)
-13.1%,-19.0,CC(=O)c1c(C)n(-c2ccc(C)cc2)c2ccc(O)cc12
-5.8%,.,Cc1ccc(-c2nn(CC(=O)NC(C)c3ccccc3)c(=O)c3ccccc23)cc1 (stereo not given)
-22.7%,-9.7,COCCNC(=O)C1CC(c2ccc([N+](=O)[O-])cc2)=NO1 (stereo not given)
?,.,COC(=O)c1c(NC(=O)c2ccoc2C)sc2c1CCC2
?,.,COc1cccc(/C=C2\SC(=S)N(N3C(=O)CCCC3=O)C2=O)c1
?,.,O=C(CCNC(=O)c1ccc(Br)cc1)NCc1cccnc1
13.3%,5.8,O=C(NCc1ccc2c(c1)OCO2)C1CCCN1C(=O)Nc1ccc(F)cc1 (stereo not given)
13.1%,10.1,O=C(CN1CCCCC1)N/N=C/c1ccc(Cl)cc1Cl
?,.,O=C(/C=C/c1ccccc1)Nc1ccc(CN2CCOCC2)cc1
?,.,COc1ccc(Br)c(C(=O)NC(C)(C)CO)c1
?,.,Cn1c(=O)oc2cc(S(=O)(=O)CCC(=O)NCCc3ccccc3)ccc21
?,.,Cc1cc(C)n(-c2ccc(C(=O)NCCCN3CCOCC3)cc2)n1
